Compound activity from PubChem BioAssay.
SW480 rerep – A quantitative high throughput screen for small molecules that induce DNA re-replication in SW480 colon adenocarcinoma cells; SW480 DNA re-replication, Hoechst DNA content imaging, 48 h; Potency, µM (titrated, usually from 46.1 µM), for inactives: at the top dose re-replication activation, actives largely listed as activators; 1.8% of 340,000 active; AID 624297, 2012; further: potency means the concentration at half of the fitted maximal effect; % of control where 0% means no effect; nearly all actives have a fitted effect of over 55% in size
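DNA re-replication was detected as more nuclei of elevated Hoechst intensity after 48 hr exposure to compound (23 nL pinned per well of 250 cells).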
ATXN viability – Viability Counterscreen for Primary qHTS for Inhibitors of ATXN expression; 0.49% of 400,000 active; Potency, µM (top dose mostly 56.7 µM), hits mostly cytotoxic; S2 cells (HEK-293 line with an ATXN2-luciferase reporter) viability, CellTiter-Fluor protease fluorescence, 24 h; further: potency means the concentration at half of the fitted maximal effect; nearly all actives have a fitted effect of over 40% in size
HT1080-NT tox – qHTS for induction of synthetic lethality in tumor cells producing 2HG: qHTS for the HT-1080-NT fibrosarcoma cell line | HT-1080-NT fibrosarcoma viability, CellTiter-Glo ATP luminescence, 48 h | Potency, µM (titrated, usually from 46.1 µM), without a hit: at the highest dose activity, negative = less viability, actives largely listed as cytotoxic | 1.6% of 360,000 active;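 further: NT is the 2HG producing partner of a matched IDH1 knockdown line; potency means the concentration at half of the fitted maximal effect; 0% = DMSO-treated cells and -100% = media-only wells without cells; nearly all actives have a fitted effect of over 55% in size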
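Luminescent CellTiter-Glo readout after 48 hours of compound exposure at 37 degrees C defined viability of HT-1080-NT cells. Activity was normalized to DMSO wells and cell-free media wells; concentration-response curves were fitted and assigned curve classes.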
ATXN2 expr inh – Primary qHTS for Inhibitors of ATXN expression. 0.72% of 360,000 active. Potency, µM (highest dose often 57 µM), for inactives: at the top dose activity change, negative = inhibition, actives largely listed as inhibitors. HEK-293 ATXN2-luciferase reporter, luminescence, 24 h; further: potency means the concentration at half of the fitted maximal effect; on the % scale 0 is the no-effect control and ±100 the full control effect; nearly all actives have a fitted effect of over 55% in size
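ATXN2-luciferase reporter cells (luciferase flanked by upstream and downstream ATXN2 gene portions) were treated 24 h at 37 °C with compounds at up to 57 uM. SteadyGlo luminescence gave expression; GF-AFC fluorescence gave viability.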
HepG2 viability – qHTS for Inhibitors of TGF-b: Cytotox Counterscreen | 0.76% of 410,000 active | AID 588856, 2011 | HepG2 CAGA-GFP viability, ATP luminescence, 18 h | Potency, µM (top dose mostly 46.1 µM), for the others: top-dose activity change, negative = cytotoxicity, usual class: cytotoxic; further: potency means the concentration at half of the fitted maximal effect; some results filed as inactive show a strong effect at the top dose
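HepG2 CAGA-GFP cells (1000/well, DMEM with 1% FBS) received compound, then TGF-beta at 500 pg/mL final, and were incubated 18 hours at 37 degrees C. Viability was read by CellTiter-Glo luminescence. Media-only wells were set as complete cell-killing and DMSO as no toxicity.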
MCF10A rerep – A quantitative high throughput screen for small molecules that induce DNA re-replication in MCF 10a normal breast cells; MCF 10A DNA re-replication, Hoechst nuclear intensity, 48 h; Potency, µM (series often up to 46.1 µM), for the others: at the top dose activity, positive = re-replication, hits mostly activators; 2.9% of 350,000 active; AID 624296, 2012; further: potency means the concentration at half of the fitted maximal effect; % of control where 0% means no effect; nearly all actives have a fitted effect of over 50% in size
KB-3-1 cytotox – qHTS assay for MDR1-selective chemotherapeutics: Primary screen using the parental adenocarcinoma cell KB-3-1. KB-3-1 viability, CellTiter-Glo ATP luminescence, 72 h. Potency, µM (series often up to 46.1 µM), for the others: at the top dose activity change, negative = cytotoxic, usual class: cytotoxic. 1.4% of 400,000 active. AID 1347075, 2019; further: potency means the concentration at half of the fitted maximal effect; on the % scale 0 is the no-effect control and ±100 the full control effect; nearly all actives have a fitted effect of over 60% in size
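Multi-concentration cytotoxicity screen in KB-3-1 cells grown in DMEM lacking phenol red with 10% FBS. After 72 h at 37 °C with compound, ATP-dependent luminescence was recorded.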
IL1B secr inh – qHTS for Inhibitors of Inflammasome Signaling: IL-1-beta AlphaLISA Primary Screen | THP-1 LPS/ATP IL-1B secretion, AlphaLISA, 16 h; active compounds read low | activity change, % at 57.5 µM | 4.7% of 360,000 active | AID 743279, 2014; in the data active means activity change below about -50%; inconclusive means mostly about -30% to -49%; further: on the % scale 0 is the no-effect control and ±100 the full control effect
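Secreted IL-1B measured by AlphaLISA bead assay after 16 h compound exposure of THP-1 cells; compounds (final up to 57.5 uM) added 1 h before LPS (250 ng/mL) and ATP (1.25 mM) stimulation; lower signal means less secretion.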
HT1080 IDH1KD tx – qHTS for induction of synthetic lethality in tumor cells producing 2HG: qHTS for the HT-1080-IDH1KD cell line; AID 686971, 2013; 2% of 360,000 active; HT-1080 IDH1 knockdown viability, ATP luminescence, 48 h; Potency, µM (doses to about 46.1 µM), for the others: at the top dose activity, negative = toxicity, most hits filed as cytotoxic;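 further: potency means the concentration at half of the fitted maximal effect; 0% = DMSO wells and -100% = cell-free medium wells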
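HT-1080-IDH1KD cells (IDH1 knocked down), 750/well in RPMI with 5% FBS, treated with compound 48 h at 37 degrees C. Viability by CellTiter-Glo luminescence, normalised to DMSO and no-cell wells; concentration-response curves classed.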
The depositor's hits bear a star; i = inactive; ? = inconclusive; / = no result given; [ ] = dose if it differs, or a comment. Unless noted, the call rests on the fitted dose curve; in most records, active means well fitted curve in the direction sought with a large enough effect; inconclusive means small, poorly fitted or top-dose-only effect, or another doubt; inactive means no such curve, though single readings can be large; an effect the other way counts as inactive or inconclusive. Compounds as they come; 8.9% or so of the library scored in one or more.

A first look:
1. O=c1[nH]nc(-c2cccs2)c2ccccc12
2. COc1cc(/C=N/NC(=O)/C(=C/c2ccccc2)CCO)ccc1O
3. CCC1Oc2ccc(C)cc2N(CC(=O)N(Cc2cccnc2)Cc2ccc(C)o2)C1=O (stereo unspecified)
4. CCc1[nH]nc2c1C(c1ccncc1)C(C#N)=C(N)O2 (stereo unspecified)
5. NN=C(c1ccccc1)c1ccccc1

Screen / compound no.	1	2	3	4	5
SW480 rerep	-20%	?	14%	115%	-8%
ATXN viability	i	?	i	i	i
HT1080-NT tox	5%	11%	-19%	?	-2%
ATXN2 expr inh	18%	3%	-16%	0%	-3%
HepG2 viability	0%	16%	-31%	3%	-1%
MCF10A rerep	-1%	-1%	18%	-10%	5%
KB-3-1 cytotox	5%	18%	-15%	-5%	-2%
IL1B secr inh	4	0	?	?	-2
HT1080 IDH1KD tx	-21%	4%	-5%	19%	4%

The list itself (from the top)
1. O=c1[nH]nc(-c2cccs2)c2ccccc12
2. COc1cc(/C=N/NC(=O)/C(=C/c2ccccc2)CCO)ccc1O
3. CCC1Oc2ccc(C)cc2N(CC(=O)N(Cc2cccnc2)Cc2ccc(C)o2)C1=O (stereo unspecified)
4. CCc1[nH]nc2c1C(c1ccncc1)C(C#N)=C(N)O2 (stereo unspecified)
5. NN=C(c1ccccc1)c1ccccc1

Screen / compound no.	1	2	3	4	5
SW480 rerep	-20%	?	14%	115%	-8%
ATXN viability	i	?	i	i	i
HT1080-NT tox	5%	11%	-19%	?	-2%
ATXN2 expr inh	18%	3%	-16%	0%	-3%
HepG2 viability	0%	16%	-31%	3%	-1%
MCF10A rerep	-1%	-1%	18%	-10%	5%
KB-3-1 cytotox	5%	18%	-15%	-5%	-2%
IL1B secr inh	4	0	?	?	-2
HT1080 IDH1KD tx	-21%	4%	-5%	19%	4%

6. O=C(COC(=O)CC1CC2CCC1C2)Nc1ccc(Cl)c(S(=O)(=O)N2CCOCC2)c1 (stereo unspecified)
7. S=C(NCC1CCCO1)Nc1ccc(Cl)c(Cl)c1 (stereo unspecified)
8. CC(C)Oc1ccc(CNC(=O)Cn2ncn3nc(-c4cccs4)cc3c2=O)cc1
9. CC(C)Oc1ccc(C2CC(=O)N(c3cccc(/C=C/C(=O)O)c3)C2=O)cc1 (stereo unspecified)
10. CCOC(=O)c1ccc(NC(=O)CSc2ncc(S(=O)(=O)c3ccc(C)c(Cl)c3)c(=O)[nH]2)cc1

Screen / compound no.	6	7	8	9	10
SW480 rerep	1%	-30%	/	9%	/
ATXN viability	?	i	i	i	i
HT1080-NT tox	-14%	0%	/	7%	/
ATXN2 expr inh	/	/	2%	-28%	11%
HepG2 viability	-37%	-24%	-23%	2%	-15%
MCF10A rerep	-3%	?	/	-4%	/
KB-3-1 cytotox	-4%	-4%	-4%	10%	11%
IL1B secr inh	44	-11	/	19	/
HT1080 IDH1KD tx	?	-11%	/	7%	/

11. CC12CCC(C(=O)Nc3ccc(SC(F)F)cc3)(CC1=O)C2(C)C (stereo unspecified)
12. C=CCn1c(SCC(=O)Nc2cccc(S(=O)(=O)N(C)c3ccccc3)c2)nnc1C1CC1
13. CN1CCN(S(=O)(=O)c2cccc(C(=O)N(C)C(c3ccccc3)c3ccccc3)c2)CC1
14. COc1ccc(/C=N/NC(=O)CCn2cnc3ccccc32)cc1
15. COc1ccc(-n2c(SCC(=O)NCc3ccco3)nnc2-c2c[nH]c3ccccc23)cc1

Screen / compound no.	11	12	13	14	15
SW480 rerep	?	-2%	-2%	?	0%
ATXN viability	i	i	i	i	i
HT1080-NT tox	?	-7%	-6%	1%	-2%
ATXN2 expr inh	0%	-12%	3%	10%	1%
HepG2 viability	-27%	-27%	-1%	-5%	-22%
MCF10A rerep	?	13%	4%	-1%	-3%
KB-3-1 cytotox	-25%	-3%	-17%	-4%	-3%
IL1B secr inh	-81*	-15	-3	/	-22
HT1080 IDH1KD tx	-4%[9.24 µM]	-9%	-4%	-1%	-12%

16. CCN(CC(N)=O)S(=O)(=O)c1ccc(Br)cc1
17. Cc1cnc(C(=O)OCC(=O)Nc2ccc(OCc3ccccc3)cc2)cn1
18. Cc1nn(CC(=O)N2CCCCC2)c(=O)c2nn(-c3ccccc3)c(C)c12
19. CCCn1nc([N+](=O)[O-])c(C(C#N)c2nc3ccccc3s2)c(Cl)c1=O (stereo unspecified)
20. CCOC(=O)C(=O)NNc1ccccc1C

Screen / compound no.	16	17	18	19	20
SW480 rerep	3%	3%	-14%	1.3µM*	-5%
ATXN viability	i	i	i	i	i
HT1080-NT tox	0%	0%	-1%	2.8µM*	0%
ATXN2 expr inh	-13%	35%[activator]	-4%	-1%	-25%
HepG2 viability	-4%	0%	5%	11µM*	-3%
MCF10A rerep	2%	-9%	1%	?	?
KB-3-1 cytotox	5%	/	-1%	?	0%
IL1B secr inh	2	9	-2	-102*	16
HT1080 IDH1KD tx	-7%	-1%	11%	1.1µM*	2%

Further entries
nr | Structure | SW480 rerep | ATXN viability | HT1080-NT tox | ATXN2 expr inh | HepG2 viability | MCF10A rerep | KB-3-1 cytotox | IL1B secr inh | HT1080 IDH1KD tx
21 | CCCN(CC1CC1)C(=S)Nc1ccc(C(C)=O)cc1 | -7% | i | 8% | 4% | 2% | -1% | 9% | -84* | 0%
22 | N#Cc1ccsc1NC(=O)CCN1CCN(C(c2ccccc2)c2ccccc2)CC1 | ? | i | -15% | -27% | -24% | ? | -17% | -17 | 0%
23 | COCCn1c(SCC(=O)NCC2CCCO2)nc2c([nH]c3ccccc32)c1=O (stereo unspecified) | -23% | i | -17% | 1% | 0% | 1% | 17% | i | 3%
24 | Cc1cccc(NC(=O)C2CCN(S(=O)(=O)c3cccc4cccnc34)CC2)c1 | 3% | ? | -14% | -20% | -15% | -1% | -3% | 1 | -1%
25 | COc1ccc(S(=O)(=O)N2CCN(C(=O)c3cc4c(s3)CCC4)CC2)cc1 | 21% | ? | -3% | ? | 2% | 16% | 0% | -18 | 0%
26 | CC(C)[C@H](NC(=O)c1ccccc1)C(=O)Nc1cccc(S(=O)(=O)N2CCOCC2)c1 | -1% | i | -8% | 3% | -7% | ? | / | -1 | -1%
27 | Cc1cccc(N2C(=O)CC(n3ccnc3)C2=O)c1C (stereo unspecified) | -26% | i | 1% | -22% | -14% | -16% | 1% | 4 | 8%
28 | Cc1ccc(C)c(CN2CCC(CNC(=O)CCc3nnc4ccc(N5CCCCC5)nn34)CC2)c1 | -3% | i | 0% | / | -2% | 9% | -7% | -8 | 1%
29 | Cc1onc(-c2ccccc2Cl)c1C(=O)Nc1nnc(-c2cccc([N+](=O)[O-])c2)s1 | -13% | i | 1% | -12% | -37% | 17% | -5% | 46 | -18%
30 | CC(=O)Oc1cc2oc(=O)c3c(c2cc1Cl)CCC3 | ? | i | ? | 3% | 4% | 3% | -1% | 9 | 8%
31 | c1cnc2nc3c4ccccc4c4ccccc4c3nc2c1 | 23µM* | ? | -11% | -17% | -1% | 10µM* | -11% | ? | -3%
32 | COc1ccc(NC(=O)Cn2cnc3c(oc4nc5c(cc43)COC(C)(C)C5)c2=O)cc1 | -11% | i | 1% | -4% | 16% | -3% | -1% | 6 | -15%
33 | CCCc1cc(=O)[nH]c(NCc2ccc(Cl)cc2)n1 | 6% | i | -27% | -12% | -25% | ? | -20% | 6 | ?
34 | Cc1ccccc1Oc1ncnc(N)c1[N+](=O)[O-] | -2% | i | -1% | 1% | 1% | 2% | 8% | -1 | 4%
35 | CNC(=S)N1CCc2sccc2C1C (stereo unspecified) | -1%[9.22 µM] | i | 5% | 0% | 10% | 8% | 2% | 7 | 0%
36 | N/C(=N\OS(=O)(=O)c1ccc(Cl)cc1)c1ccccn1 | 3% | i | -6% | 5% | 0% | -22% | ? | 84 | -11%
37 | CCN(CC)C(=O)C(=O)c1cccn1-c1cccc(OC)c1C#N | -12% | i | 17% | 27% | 12% | 1% | 0% | -2 | 17%
38 | Cc1cc(C)cc(N(C(=O)c2snc(C(N)=O)c2N)C(C(=O)NCC2CCCO2)c2cccs2)c1 (stereo unspecified) | ? | ? | -26% | -12% | 5% | ? | -5% | ? | -29%
39 | CCS(=O)(=O)c1nc(S(=O)(=O)c2ccc(C)cc2)c(N2CCC(O)CC2)s1 | 14% | i | 19% | 2% | -49% | -3% | 0% | -26 | 0%
40 | Cc1ccc(C(C[N+](=O)[O-])c2c(C)[nH]n(-c3ccccc3)c2=O)cc1 (stereo unspecified) | ? | i | -5% | 3% | -27% | ? | 0% | 12 | -1%
41 | O=C1SC(Cc2ccccc2)C(=O)N1c1ccccc1 (stereo unspecified) | -14% | i | 0% | -2% | 0% | 1% | 13% | -8 | 6%
42 | O=C(NNc1nc2cc3c(cc2s1)OCO3)c1ccc(F)cc1 | -4% | i | 0% | 0% | -11% | 4% | -8% | -9 | -5%
43 | O=C(CN1CCCCCC1)Nc1ccccc1 | -9% | i | 20% | -26% | -2% | 3% | -2% | 3 | 14%
44 | CC1(C)CC(NC(=O)C(=O)NCCc2ccc(Cl)cc2)CC(C)(C)N1 | 4% | i | -11% | 3% | -18% | 6% | -7% | -10 | -5%
45 | O=C(NCc1nc2ccccc2[nH]1)C1=C[C@H](C2CCCCC2)C[C@H](OCCCCO)O1 | -2% | i | 5% | -8% | 1% | -9% | 0% | 6 | 0%
46 | COc1ccc(C2=NS(=O)(=O)N(C)C(C(=O)N(C)Cc3ccccc3)=C2)cc1 | -7% | i | -2% | -10% | -38% | 2% | -54% | 19 | -6%
47 | Cc1ccc(C)c(S(=O)(=O)Nc2ccc(C(=O)N3CCOCC3)cc2)c1 | / | i | -2% | / | 2% | / | -1% | ? | -3%
